Screening data as filed in PubChem.
inhibitors of VEEV = inhibitors of VEEV TC-83 cytopathic effect, confirmation, Vero cells (AID 588727) | Vero cells, VEEV TC-83 cytopathic effect inhibition; higher % means a stronger effect | one-dose inhibition, % at 20 µM; IC50 in µM for titrated hits | hit rate 0.13% among 350,000; in the data active means a potency from the dose series; inconclusive means inhibition mostly from about 14% at the one dose, without a potency; inactive means the rest, 99 in 100 with inhibition below about 12%; further: strong numbers were not always called active
H37Rv inhibition = M. tuberculosis growth inhibition, HTS (AID 449762) | one-dose inhibition, % at 25 µM; IC50 in µM for titrated hits | M. tuberculosis H37Rv growth inhibition, 7H9 media; higher % means a stronger effect | hit rate 0.59% among 330,000; in the data active means a potency from the dose series; inconclusive means inhibition above about 70% without an active follow-up result;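 further: bacterial growth assessed after seven days of incubation; strong numbers were not always called active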
Salmonella PhoP GFP = PhoP regulon inhibitors, Salmonella typhi PhoP promoter GFP reporter, confirmatory (AID 1850); hit rate 0.33% among 310,000; inhibition, % at 50 µM, or IC50 in µM where a hit was titrated; Salmonella Typhi PhoP-promoter GFP reporter, fluorescence, 4 h; higher % means a stronger effect; in the data active means a potency from the dose series; inconclusive means inhibition mostly from about 25% at the one dose, without a potency; inactive means the rest, 99 in 100 with inhibition below about 19%;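 further: 0% = induced wells with vehicle and 100% = uninduced wells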
tuberculosis growth = growth inhibition of non-replicating M. tuberculosis (AID 488890) | Mycobacterium tuberculosis non-replicating, growth inhibition; higher % means a stronger effect | inhibition, % at 25 µM, or IC50 in µM where a hit was titrated | hit rate 0.39% among 320,000; in the data active means a potency from the dose series; inconclusive means inhibition mostly from about 82% at the one dose, without a potency; inactive means the rest, 99 in 100 with inhibition below about 76%;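 further: plate controls were DMSO cells for no effect and high antibiotic wells for full effect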
influenza NS1A = H1N1 influenza NS1A inhibitors, functional cell based assay (AID 504329); NS1A functional cell-based assay, percent inhibition; higher % means a stronger effect; hit rate 0.3% among 340,000; inhibition, % at 12.5 µM; hits with a dose series show IC50 in µM; in the data active means a potency from the dose series; inconclusive means inhibition above about 27% without an active follow-up result; further: strong numbers were not always called active
inhibitors of VEEV 10K pilot screen = second read-out of inhibitors of VEEV, no call of its own (marks repeat the call); inhibition, %; measured here: 10K pilot screen inhibition
* marks the source's active call; other numbers are inactive results; i = inactive; ? = inconclusive; . = not tested or not shown; & = joins results of further samples. An unsorted share of the library (roughly 1.5% active in at least one column).

SMILES	inhibitors of VEEV	H37Rv inhibition	Salmonella PhoP GFP	tuberculosis growth	influenza NS1A	others
O=C(CCSCCC(=O)NN=Cc1cccc(Cl)c1)NN=Cc1cccc(Cl)c1	1.4%	.	.	.	11%
CN(C)CCNC(=O)C(C(=O)c1ccc(F)cc1)n1ccccc1=O (centres undefined)	i	-6%	-20%	2%	-1%
CCOC(=O)c1[nH]c(C)c(C(=O)c2cc(F)ccc2F)c1C	i	0%	-12%	17%	22%
Cc1ccnc(SCC(=O)c2ccc([N+](=O)[O-])cc2)n1	0.1%	3%	16%	?	19%
CCOc1cc2[nH]c(=O)n(CCCC(=O)N(C)Cc3ccccc3)c(=O)c2cc1OCC	7.1%	-14%	4%	8%	3%
O=C(O)CC/C(=N/Nc1ccc([N+](=O)[O-])cc1)C(=O)O	1.2%	?	5%	78%	-1%
CC(C)(C)c1ccc(S(=O)(=O)N2CCN(CCC#N)CC2)cc1	0.0%	-1%	-18%	17%	0%
COc1ccc(S(=O)(=O)N2CCN(CCc3ccccc3)CC2)cc1	0.4%	4%	3%	37%	17%
CSc1sc(C(=O)NC(=O)NCc2cccnc2)c(C)c1-c1ccon1	0.9%	-12%	3%	-10%	-15%
NC(CO)C12CC3CC(CC(C3)C1)C2 (centres undefined)	0.4%	-5%	1%	-4%	1%
CC(=O)Nc1ccc(NC(=O)COC(=O)C2CCCCC2)cc1	4.7%	-6%	.	20%	-10%
COC(=O)c1ccccc1S(=O)(=O)N1CCC(C(=O)N2CCC2)CC1	0.1%	1%	.	17%	-5%
COc1cccc(N2CCN(C(=O)C3CCCN(S(=O)(=O)c4ccc5c(c4)oc(=O)n5C)C3)CC2)c1 (centres undefined)	0.9%	1%	-4%	-2%	0%
O=C(c1cccs1)N(C(=O)c1cccs1)c1ccccn1	0.3%	5%	-3%	-1%	1%
COc1ccc(C2C3=C(CC(C)(C)CC3=O)N(C)C3=C2C(=O)CC(C)(C)C3)cc1	0.8%	-13%	8%	11%	1%
CC1Sc2ccc(S(=O)(=O)N3CCN(c4ccccc4)CC3)cc2NC1=O (centres undefined)	5.3%	2%	1%	26%	9%
Cc1ccc(NC(=S)N2CCCC(c3nc4ccccc4[nH]3)C2)cc1 (centres undefined)	2.8%	4%	3%	21%	-11%
O=C(NCCN1CCCCC1)c1cc(OCC(F)(F)F)ccc1OCC(F)(F)F	1.7%	-1%	9%	9%	0%
Cc1nn(-c2ccc(F)cc2)c(Cl)c1/C=C1\C(=O)Nc2ccccc21	8.9%	6%	-6%	57%	16%
COc1ccccc1CCNC(=O)C(=O)c1cn(CC(=O)N2CCOCC2)c2ccccc12	1.2%	9%	-16%	9%	-4%
CC(=O)Nc1ccc(C=NNc2ccc([N+](=O)[O-])cn2)cc1	3.1%	.	.	.	-15%
COC(=O)CN1C(=O)[C@H]2[C@@H](/C=C/c3ccccc3)N3C(=O)CN(Cc4ccccc4)C(=O)[C@@]3(Cc3ccccc3)[C@H]2C1=O	i	0%	-21%	22%	4%
N=c1c(C(=O)NCC2CCCO2)cc2c(=O)n3ccccc3nc2n1Cc1ccccc1 (centres undefined)	0.4%	9%	20%	0%	8%
C[n+]1cccc2cccc([O-])c21	0.6%	.	.	.	-15%
O=C(O)C1CC(O)CN1c1nc(Cl)ccc1[N+](=O)[O-] (centres undefined)	i	-8%	4%	-13%	3%
Cc1cc(C)c(S(=O)(=O)N2CCCCC2CCNC(=O)C(=O)NC2CC2)c(C)c1 (centres undefined)	?	3%	-8%	0%	-16%
CC(=O)C[C@H](O)CC(=O)[C@H]1OC(=O)CCCCC/C=C/Cc2ccccc21	0.0%	-1%	.	-6%	7%
COCCOc1cc2ncnc(N3CCC(C(=O)O)CC3)c2cc1OCCOC	1.0%	-1%	10%	-14%	-25%
CCCCOc1ccc(C2NC(=O)NC(C)=C2C(C)=O)cc1OCC (centres undefined)	0.4%	2%	2%	8%	-5%
NC(=O)CC(NC(=O)c1cccc(Br)c1)c1ccc(NC2CCCCCCCCCCC2)c([N+](=O)[O-])c1 (centres undefined)	0.1%	4%	-1%	-2%	-4%	inhibitors of VEEV 10K pilot screen=2.0
Cc1cccnc1NC(=O)CCCc1c[nH]c2ccccc12	1.1%	-2%	-8%	3%	-1%
CC(=O)Oc1ccc(/C=N/NC(=O)c2ccc(N(C)S(=O)(=O)c3ccccc3)cc2)cc1	3.3%	-5%	3%	30%	5%
CCS(=O)(=O)n1nc(-c2ccccc2)cc1N	0.4%	-1%	.	.	1%
O=C(OCc1nnn(Cc2ccccc2)c1-c1c(COC(=O)c2ccccc2)nnn1Cc1ccccc1)c1ccccc1	0.1%	8%	-9%	6%	-3%
Cc1cc(=O)n2c3ccccc3n(CC(O)CN3CCC(C)CC3)c2c1C#N (centres undefined)	1.6%	.	.	.	-2%
COc1ccc(OC)c(NC(=O)CCN2C(=O)c3cccc([N+](=O)[O-])c3C2=O)c1	0.4%	2%	3%	3%	-4%
N[C@@H](C(=O)N[C@@H]1C(=O)N2C(C(=O)O)=C(Cl)CS[C@H]12)c1ccccc1	0.7%	-8%	-9%	-10%	3%
O=C(/C=C/c1ccco1)NCC1OCCc2ccccc21 (centres undefined)	1.3%	-11%	-22%	53%	0%
CC12CC3(C)CC(C)(C1)CC(NC(=O)N1CCCC1)(C2)C3	i	-10%	13%	1%	3%
O=[N+]([O-])c1ccc(C2CC(c3ccccc3)=Nc3ccccc3S2)cc1 (centres undefined)	0.2%	5.1µM*	-11%	?	3%
O=C(O)c1ccc(O)c(N2C(=O)Nc3ccccc3N2O)c1	1.0%	-3%	-8%	1%	-5%
COc1cccc(NC(=O)CN2C(=O)C(c3ccc(C)cc3)=NC23CCCCCC3)c1	1.2%	4%	2%	17%	-1%
COc1ccccc1-c1sc2ccccc2c1-c1ccc(Br)nc1	0.2%	11%	.	4%	0%	inhibitors of VEEV 10K pilot screen=2.3
OC(COc1ccc(Cl)c2ccccc12)CN1CCN(c2ccccn2)CC1 (centres undefined)	5.3%	-10%	7%	0%	5%
O=C(c1cccs1)N1CCC2(O)CCCCC2C1c1ccc(F)cc1 (centres undefined)	0.6%	-8%	-8%	17%	-8%
O=S(=O)(NC1=NCCC1)c1cccc(NC(=S)Nc2ccc(OC(F)F)cc2)c1	0.6%	-4%	.	75%	-5%
Cn1c(=O)c2[nH]c(CCCCCCCCc3nc4ccccc4[nH]3)nc2n(C)c1=O	9.1%	.	.	.	-10%
CC(C)c1ccccc1NC(=O)CNCCOc1ccccc1F	i	-1%	-3%	9%	-10%
COC(=O)C1CCN(C(=O)CSc2nnc(-c3ccncc3)o2)CC1	0.3%	3%	-11%	71%	-2%
Cc1c(NC(=O)OCCSc2nc(N(C)C)nc(N(C)C)n2)sc(=S)n1C	1.1%	0%	11%	6%	2%
CCN(Cc1ccccc1)C1CCN(Cc2ccccc2)CC1	0.5%	6%	5%	15%	5%
NC(=O)c1ccccc1NC(=S)NC(=O)c1ccc(Br)o1	1.8%	-6%	-6%	.	17%
Cc1ccc(S(=O)(=O)Nc2ccc(C(=O)NC3CC3)cc2)cc1	1.5%	5%	-7%	1%	-10%
O=C1CSC(=S)N1N=Cc1ccc(Cl)s1	1.0%	.	.	.	14%
CCOC(=O)C1=CN(Cc2cccc(F)c2)S(=O)(=O)N(CC)C1c1ccc(C(F)(F)F)cc1 (centres undefined)	i	.	.	.	-8%
Cc1ccc(C(=O)N/N=C\c2ccc(-c3ccc(Cl)cc3)o2)cn1	0.4%	?	-4%	7µM*	3%
O=C(N=Nc1c(O)n(Cc2ccccc2)c2ccccc12)c1ccc(O)cc1	9.9%	9%	-2%	9%	-2%
Clc1ccccc1-c1nc2ccccc2[nH]1	2.8%	?	-2%	-2%	1%
CC(C)(C)C1(C)OC(C(N)=O)C(C(N)=O)O1 (centres undefined)	0.4%	2%	-1%	-3%	8%
Cc1ccccc1OCC(=O)NCCCNC(=O)c1cccnc1	i	0%	-9%	.	-4%

Other records follow:
SMILES	inhibitors of VEEV	H37Rv inhibition	Salmonella PhoP GFP	tuberculosis growth	influenza NS1A	others
CCN(CC)C(=O)C[n+]1cccc(C(N)=O)c1	0.3%	6%	-2%	19%	10%
Cc1cc2n(n1)SC(Nc1ccc(F)cc1)N2 (centres undefined)	3.7%	-6%	-5%	?	0%
COc1ccc(CCNS(=O)(=O)c2cc(/C=C/C(=O)O)ccc2C)cc1OC	1.1%	-1%	-4%	-14%	-1%
COc1ccc(CNC(=S)Nc2cccc(C)c2)cc1	2.9%	10%	9%	?	2%
O=C(O)Cc1ccc2oc(-c3ccccn3)nc2c1	0.8%	1%	-8%	-5%	-2%
O=C(CSc1ccc(/C=N/NC(=O)c2cccc(F)c2)o1)Nc1ccccc1	i	-4%	7%	14%	-6%
O=C(Cc1cccs1)N1CCC(c2nc3c(nnn3Cc3ccccc3Cl)c(=O)[nH]2)CC1	i	12%	2%	41%	-3%
CC(=O)c1cccc(Nc2ncnc3ccc(Br)cc23)c1	0.3%	1%	-3%	18%	17%
COC(=O)[C@]1(C)C[C@H]1[C@H](NP(=O)(c1ccccc1)c1ccccc1)c1ccccc1	6.7%	-6%	-2%	16%	-5%
CCCOc1ccc(S(=O)(=O)n2cc(F)c(=O)[nH]c2=O)cc1	1.4%	-1%	38%	69%	6%
c1ccc(-c2ccc(C(c3ccccc3)n3ccnc3)cc2)cc1 (centres undefined)	2.5%	20µM*	-7%&-5%	?	-14%
Cc1ccc(CNC(=O)c2ccc(Cl)c(S(N)(=O)=O)c2)n1C	i	4%	-1%	-6%	3%
CC(C)NC(=O)Nc1ccc2c(c1)C(=O)N([C@H](C)CO)C[C@H](C)[C@@H](CN(C)C(=O)Nc1ccccc1)O2	1.2%	0%	.	5%	-12%
O=C(CSCc1ccc(F)cc1)N1CCN(c2ccc(F)cc2)CC1	i	3%	-8%	71%	0%
Cc1cc(NC(=O)CSc2nc(C(C)C)nc3sc4c(c23)CCCC4)no1	1.0%	50%	10%	-21%	-10%
NS(=O)(=O)c1ccc(NC(=O)CN2CCN(S(=O)(=O)c3cccs3)CC2)cc1	7.2%	.	.	.	-7%
CCc1nc2ccccc2n1Cc1ccc(OC)c(OC)c1	0.1%	2%	-8%	21%	-2%
CCOc1nc(NCCc2ccc(OC)c(OC)c2)nc(NC(C)(C)CO)n1	2.2%	-5%	11%	-1%	0%	inhibitors of VEEV 10K pilot screen=6.2
COc1ccc(C)cc1NC(=O)CSc1nnc(-c2ccccn2)n1Cc1ccco1	0.3%	1%	5%	24%	0%
O=C(CCc1nc2ccccc2[nH]1)Nc1ccc(F)cc1	4.7%	2%	2%	-11%	-3%

5 entries from above, sorted by count of non-hydrogen atoms, highest first.
SMILES	inhibitors of VEEV	H37Rv inhibition	Salmonella PhoP GFP	tuberculosis growth	influenza NS1A	others
CC(C)NC(=O)Nc1ccc2c(c1)C(=O)N([C@H](C)CO)C[C@H](C)[C@@H](CN(C)C(=O)Nc1ccccc1)O2	1.2%	0%	.	5%	-12%
O=C(Cc1cccs1)N1CCC(c2nc3c(nnn3Cc3ccccc3Cl)c(=O)[nH]2)CC1	i	12%	2%	41%	-3%
CCOc1nc(NCCc2ccc(OC)c(OC)c2)nc(NC(C)(C)CO)n1	2.2%	-5%	11%	-1%	0%	inhibitors of VEEV 10K pilot screen=6.2
Cc1cc(NC(=O)CSc2nc(C(C)C)nc3sc4c(c23)CCCC4)no1	1.0%	50%	10%	-21%	-10%
c1ccc(-c2ccc(C(c3ccccc3)n3ccnc3)cc2)cc1 (centres undefined)	2.5%	20µM*	-7%&-5%	?	-14%

The listing continues.
SMILES	inhibitors of VEEV	H37Rv inhibition	Salmonella PhoP GFP	tuberculosis growth	influenza NS1A	others
CCCC(=O)Nc1cc(OC)c(C(=O)OC)cc1Cl	0.7%	-1%	-9%	-11%	3%
COc1ccc(OC)c2[nH]c(=O)c(CCNC(=O)C(C)C)cc12	1.0%	-4%	-7%	.	6%
Cc1c(NC=C(C#N)C#N)c(=O)n(-c2ccccc2)n1C	0.5%	-1%	-2%	-1%	-14%
COC(=O)c1nn(-c2ccc(C)cc2)ccc1=O	2.9%	7%	6%	-10%	-2%
C=CCn1c(SCC(=O)N2CCN(c3ccccc3)CC2)nc2c([nH]c3ccccc32)c1=O	1.1%	-12%	-9%	9%	-4%
C/C(CC(=O)NCCCN1CCOCC1)=N\NC(=O)COc1ccc(Cl)cc1	i	1%	-6%	-4%	13%
COc1cccc(NC(=O)N2CCN(c3cccc(C)c3C)CC2)c1	3.3%	-5%	-1%	25%	1%
Cc1ccc2nc(NC(=O)C3CC(=O)N(Cc4ccco4)C3)sc2c1 (centres undefined)	i	4%	9%	12%	11%
